Source: PubChem
Autophagy mod: alters autophagy in cells; MEF GFP-LC3 puncta imaging; test concentration mostly 10 µM; calls only at 10 µM (by protocol); actives 0.98% (n = 190,000); AID 463193;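 active = percentage of spot-positive cells more than 3 SD above its plate mean, without a fluorescence outlier flag or 80% toxicity; inconclusive = no clear call, values can overlap the other calls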;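 also: spot-positive cell cutoff set from DMSO-treated cells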
Yfh1-off respiration: mitochondrial function rescue without frataxin homolog – Friedreich's ataxia, plus single-dose screen, dose response (AID 1465); actives 0.074% (n = 220,000); one-dose fold induction at 50 µM; EC50 in µM for titrated hits; S. cerevisiae Yfh1-off respiration, WST-1 reduction, 72 h; higher fold induction means a stronger effect;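 active = fold induction of absorbance versus untreated yeast above a set limit, then at least 30% activation at any dose in follow-up; inconclusive = repeats straddling the limit, or above it without dose testing; inactive = fold induction below the set limit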;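 also: activators that raise dye reduction in frataxin-depleted yeast; strong numbers were not always called active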
P. falciparum M17LAP: P. falciparum M17LAP inhibitors, primary screen, biochemical, fluorogenic H-Leu-NHMec substrate, 1536-well (AID 1619); recombinant M17LAP, H-Leu-NHMec fluorogenic kinetic assay; higher % means a stronger effect; one-dose inhibition, % at 30 µM; IC50 in µM for titrated hits; actives 0.38% (n = 220,000);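 active = compound inhibiting the enzyme by more than half at any dose during confirmatory dose-response retesting; inconclusive = strong single-dose inhibitors picked by rank but not retested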;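 also: plate controls were full reaction with DMSO carrier for no effect and no enzyme background for full effect; strong numbers were not always called active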
Dynein transport: dynein cargo transport inhibition | z-score, hits read low | 3617.4 mouse cells, GR-EGFP nuclear translocation imaging; test concentration mostly 20 µM; stimulated with dexamethasone, 1 µM; active compounds read low | AID 1381 | actives 0.47% (n = 220,000);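 active = plate z-score of nuclear minus cytoplasmic receptor signal below a set negative limit, without overly bright fluorescence or cell loss, cut at about -3.5 in these data, passing the limit was not always enough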;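 also: z-score of nuclear minus cytoplasmic ring GR-EGFP intensity difference per well; some compounds called inactive have numbers as strong as hits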
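Schedule: 48 h induction, then 1 h compound, then 30 min agonist, 37 °C. Buffer or medium: tetracycline-free induction medium containing charcoal-stripped FBS. Reagent: 1.0 µM final dexamethasone stimulus. Evaluation: nuclear versus cytoplasmic GR-EGFP signal, averaged per well. Signal: high-content fluorescence imaging after fixation.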
MT stabilizer: stabilizes microtubules in HeLa cells. HeLa tubulin immunostaining HCS, 24 h; share of cells brighter than vehicle mean+2SD. % tubulin-high responders, % at 10 µM. actives 0.83% (n = 200,000);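 active = plate Z-score above 3 for both tubulin-high and condensed-nucleus cell shares, with cell loss under 80%, at 10 µM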;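 also: anti alpha tubulin signal scored within the nucleus-defined area of each cell; some results filed as inactive read as strong as hits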
CSM14.1 death rescue: rescue of cells from ER stress-induced death, primary screen, 384-well, CSM14.1, thapsigargin, ATP luminescence (AID 1222). CSM14.1 thapsigargin-induced death rescue, ATP luminescence; higher % means a stronger effect. cellular ATP content (survival), % at 20 µM, or EC50 in µM where a hit was titrated. 190,000 tested, under 10 active;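 active = EC50 below 50 µM in the dose-response confirmation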;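 also: death triggered by thapsigargin at about 15 µM added after 2 h compound pretreatment; cell ATP read after overnight thapsigargin exposure of roughly 18 to 22 hours; normalized against plate controls of thapsigargin alone and 5% DMSO vehicle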
P. falciparum M1AAP: P. falciparum M1AAP inhibitors, biochemical, fluorogenic H-Leu-NHMec substrate, 1536-well (AID 1445); actives 0.42% (n = 220,000); inhibition, % at 30 µM; hits with a dose series show IC50 in µM; recombinant M1AAP, H-Leu-NHMec fluorogenic kinetic assay; higher % means a stronger effect;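 active = primary inhibition above the hit cutoff, then over 50% inhibition at one or more dose response concentrations, cut at about 23% in these data, passing the limit was not always enough; inconclusive = conflicting primary data, or primary hits not chosen for dose response; inactive = low primary inhibition, or under 50% at every dose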;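 also: plate controls were DMSO full reaction for no effect and no enzyme background for full effect; strong numbers were not always called active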
Insulin prom up: MIN6 insulin promoter up-regulation | MIN6 insulin promoter-GFP reporter, high-content imaging; active compounds read high | z-score at 5 µM | actives 0.3% (n = 190,000) | AID 1625;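 active = z-score above 3 at 5 µM with at least 500 cells counted in the well; inconclusive = wells under 500 cells, flagged as cytotoxic or low count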
Lipid droplet: modulators of hepatic lipid droplet formation; AML12 mouse hepatocytes, oleate lipid droplets, BODIPY imaging; inhibition, % at 6.5 µM; actives 0.4% (n = 240,000); AID 1656;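 active = lipid droplet intensity inhibited by at least 50%, with more than 500 cells counted; inconclusive = wells with under 300 cells, treated as cytotoxic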
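Material: mouse AML12 hepatocyte cell line, fixed after treatment; Timing: compound with oleate, overnight; Technique: high-content imaging of BODIPY-stained droplets and DAPI nuclei; Probe or stimulus: oleate, 100 µM final; Dosing: compound at 6.5 µM only.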
Dynein transport cytoplasmic EGFP: further read-out of Dynein transport, marked with its call; z-score; measured here: cytoplasmic GR-EGFP intensity; active compounds read high
Dynein transport nuclear GR-EGFP: further read-out of Dynein transport, marked with its call; z-score; measured here: nuclear GR-EGFP intensity;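 lower value marks the stronger effect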
Dynein transport cell count: further read-out of Dynein transport, marked with its call; z-score; measured here: cell count per field
Insulin prom up cell count: recorded beside Insulin prom up, whose call it bears; cell count; measured here: cytotoxicity, nuclei count;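 total cells summed across four imaged fields per well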
Lipid droplet cells 6.5 µM: second read-out of Lipid droplet, no call of its own (marks repeat the call); cell count; measured here: cell count, cytotoxicity flag;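 cells counted across two imaged fields per well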
MT stabilizer Hoechst-high %: also measured in MT stabilizer; calls as there; % Hoechst-high responders; measured here: nuclear condensation Hoechst responders;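 share of cells brighter than vehicle mean plus two SD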
MT stabilizer cytotoxicity %: second read-out of MT stabilizer, no call of its own (marks repeat the call); toxicity, %; measured here: cytotoxicity by cell density;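 0% = mean cell density of plate MIN control wells and 100% = no cells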
Autophagy mod cell loss 18 h: further read-out of Autophagy mod, marked with its call; toxicity, %; measured here: cell loss, nuclei count;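 cell loss after 18 h compound exposure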
Active calls of the source: *; i = inactive; ? = inconclusive; · = not tested or not shown.

SMILES	Autophagy mod	Autophagy mod cell loss 18 h	Yfh1-off respiration	P. falciparum M17LAP	Dynein transport	Dynein transport cytoplasmic EGFP	Dynein transport nuclear GR-EGFP	Dynein transport cell count	MT stabilizer	MT stabilizer Hoechst-high %	MT stabilizer cytotoxicity %	CSM14.1 death rescue	P. falciparum M1AAP	Insulin prom up	Insulin prom up cell count	Lipid droplet	Lipid droplet cells 6.5 µM
Cc1cccc(N2C(=O)SC(N(CC(=O)O)c3cccc(C)c3)C2=O)c1 (centres undefined)	i	0	i	24%	-0.55	-0.23	-0.15	0.54	4.4	2.9	0.9	-1.3%	5%	0.2	927	·	·
Cc1ccc(NNC(=O)c2c(C)noc2C)cc1Cl	·	·	i	2%	-0.082	-0.26	-0.27	-0.54	·	·	·	·	2%	0.08	1414	-5	731
Cc1nc2ccccc2c2oc(C(=O)NC3CC3)cc12	i	8	i	1%	0.41	-0.2	0.3	-0.17	2.4	3.0	3.2	0.1%	2%	0.58	1080	·	·
Cn1cccc1C(=O)NC(=O)COC(=O)CC12CC3CC(CC(Br)(C3)C1)C2	i	-1	i	-6%	-0.68	-0.28	-0.11	0.77	1.5	1.9	5.3	0.7%	-8%	0.1	990	-17	749
C=CCn1c(COc2cc(C)ccc2C(C)C)nnc1SCC(=O)c1c(N)n(C)c(=O)n(C)c1=O	i	2	i	-14%	0.41	-0.3	-0.15	0.13	1.6	3.9	12	-2.2%	-3%	-0.37	1121	2	670
O=C(Nc1ccc(Cl)cn1)Nc1ccccc1Cl	i	-4	i	-4%	-0.88	-0.23	-0.22	1.1	3.6	3.7	4.5	-2.2%	6%	0.11	1242	-13	592
Cc1ccc(S(=O)(=O)NC(C(=O)OCC(=O)NC(=O)c2cccn2C)C(C)C)cc1 (centres undefined)	i	32	i	1%	1.3	-0.16	0.8	0.43	1.9	1.3	4.9	0.8%	4%	-0.59	1292	·	·
c1ccc(CSc2nnc(-c3ccco3)o2)cc1	·	·	i	2%	-0.33	-0.25	-0.2	0.41	·	·	·	·	1%	-0.07	973	-4	717
Cc1cc(=O)[nH]c(SCC(=O)O)c1C#N	i	-25	i	2%	-0.55	-0.41	-0.065	0.32	2.7	2.3	7.7	-0.4%	-1%	0.1	1643	·	·
CC12CC(NC(=O)N1CCc1ccccc1)c1cc(Cl)ccc1O2 (centres undefined)	i	8	i	1%	0.011	-0.16	0.52	-0.21	2.8	1.6	6.2	-2.5%	2%	·	·	-16	737
O=C(Nc1ccccc1Cl)/C(Cl)=C(\Cl)S(=O)c1ccccc1 (centres undefined)	i	76	i	-7%	-7.7*	2.9*	-2.8*	0.22*	5.8	3.2	13	-4.0%	-1%	?	·	8	630
O=C(c1ccncc1)c1ccc(NS(=O)(=O)c2ccc(Br)s2)cc1	i	23	i	1%	0.47	-0.24	0.77	1.3	2.3	1.2	4.9	-2.0%	22%	-0.31	1179	·	·
Cn1nc(CC(=O)Nc2cccc3ncccc23)c2ccccc2c1=O	i	-50	i	-3%	-0.098	-0.44	-0.22	0.18	4.2	3.2	8.9	-0.8%	3%	-4.6	603	·	·
CCCCNC(=S)N(C)/N=C/c1ccccc1C(=O)O	i	-3	i	26%	-0.18	-0.37	-0.038	0.18	1.5	1.8	7.6	-0.5%	0%	-0.12	905	2	747
O=S(=O)(c1cccc(C(F)(F)F)c1)N1CCC(c2cc(-c3cccc4ccccc34)n[nH]2)CC1	i	13	i	6%	-0.26	-0.22	-0.32	0.39	3.3	1.4	4.3	1.7%	-1%	·	·	·	·
Cc1ccc(NC(=O)CCS(=O)(=O)c2ccc(Br)cc2)nc1	i	8	i	10%	-0.1	-0.29	-0.28	-0.2	3.4	2.2	0.5	-8.6%	-2%	-0.76	1336	2	647
Cc1cc(N2CCCC2=O)cc(C)c1S(N)(=O)=O	i	-4	i	1%	0.04	-0.25	-0.052	0.42	2.6	2.2	8.5	-1.7%	-1%	·	·	-11	770
C=CCSc1nnc(-c2ccccc2NC(=O)CC)c(=O)[nH]1	i	3	i	6%	-0.34	-0.22	-0.27	0.46	1.8	1.7	5.4	-2.1%	11%	-0.08	1282	5	727
COc1cc(NC(=O)CN2c3ccccc3CC2C)cc(OC)c1OC (centres undefined)	i	36	·	7%	-0.59	-0.23	0.28	1.3	2.9	1.2	5.9	3.4%	4%	-0.69	905	-2	766
CC1=CC(C)(C)N(C(=O)c2ccc(F)cc2)c2cc3c(cc21)OCO3	i	-6	·	-6%	-0.93	-0.18	-0.26	0.16	4.6	1.2	7.5	-3.6%	2%	·	·	-21	718
Cc1nn(Cc2ccc(C(=O)O)o2)c(C)c1[N+](=O)[O-]	i	-12	i	0%	-0.84	-0.28	-0.13	0.63	·	·	·	-1.2%	11%	0.14	1418	8	765
CCCNS(=O)(=O)c1ccc(NC(=O)c2cccnc2)cc1	i	1	i	3%	0.69	0.11	0.091	0.2	2.1	1.5	10	-1.1%	-9%	-0.52	925	-10	771
CCCOc1nc2c(c(=O)n(C)c(=O)n2C)n1Cc1cccc2ccccc12	i	10	i	17%	0.2	-0.2	-0.052	-0.058	3.4	0.8	3.7	1.8%	2%	?	·	·	·
CCOc1cc(CNn2cnnc2SCC(=O)NC(C)(C)C)ccc1OCC(=O)NC(C)(C)C	i	-2	i	0%	-0.66	-0.2	-0.13	0.32	2.0	2.3	7.5	-1.2%	4%	0.1	1501	-6	674
O=C1CSC(c2ccncc2)N1Cc1ccc(F)cc1 (centres undefined)	·	·	i	-2%	1.6	-0.15	0.6	-1	·	·	·	·	-2%	0.38	1434	1	572
Cc1cc(Cl)ccc1NC(=S)NCc1ccccc1Cl	i	9	i	-3%	-0.22	-0.097	0.087	-0.64	3.0	4.5	9.4	-6.0%	11%	0.07	1270	5	639
C=CCOc1ccc(CNc2nn[nH]n2)cc1	i	-4	i	0%	-0.47	-0.22	-0.17	1	2.2	1.5	2.2	0.0%	-8%	-0.07	1221	·	·
CC1CC(=O)NN=C1c1ccc(N)c([N+](=O)[O-])c1 (centres undefined)	i	-3	i	4%	0.92	-0.29	0.34	-0.47	2.1	2.3	3.2	-3.2%	4%	-0.54	1517	26	685
Cc1ccc(NC2=C(Cl)C(=O)OC2OC(=O)c2ccccc2C)cc1 (centres undefined)	i	13	i	5%	1.2	0.029	1.5	-1.8	3.4	2.2	8.7	-0.5%	17%	·	·	-4	733
CCOC(=O)C(=CNc1ccc(Cl)cn1)C(=O)OCC	·	·	i	34%	-0.93	-0.23	-0.46	0.71	·	·	·	·	7%	-0.17	1102	19	705
COC(=O)c1ccc(COC(=O)c2[nH]c(C)c(C(C)=O)c2C)o1	i	24	i	3%	0.54	-0.34	0.87	-0.99	5.1	2.1	3.9	0.5%	-3%	-4.8	582	·	·
Cc1cccc(N/C(N)=N/c2nc(CSc3ccc(Cl)cc3)cc(=O)[nH]2)c1	·	·	i	2%	2.1	-0.18	1.2	-0.89	·	·	·	·	-2%	0.32	1283	-17	691
NC(=O)c1cccnc1Oc1ccc(Cl)cc1	·	·	i	1%	0.37	-0.29	0.12	0.0033	·	·	·	·	16%	2.2	1073	3	777
CCOc1ccc(-c2nn(-c3ccccc3)cc2/C=C2\SC(N)=NC2=O)cc1C	i	0	i	-5%	-0.42	-0.22	-0.41	1.1	3.3	0.9	5.9	-0.4%	2%	-0.3	1541	·	·
Cc1n[nH]c(=O)nc1N/N=C/c1ccco1	i	12	i	22%	-0.21	2.8	0.44	-0.6	1.9	1.2	3.2	-6.3%	15%	0	1284	3	722
CC1(C)CC2CC(C)(CN2C(=O)CCCN2C(=O)c3ccccc3C2=O)C1 (centres undefined)	i	1	i	14%	0.34	-0.21	0.62	-0.024	3.4	1.5	8.1	-2.9%	1%	-0.82	986	-31	792
O=C(O)c1cccc(S(=O)(=O)Nc2ccccc2N2CCOCC2)c1	·	·	i	5%	0.15	-0.24	0.011	0.2	·	·	·	·	-8%	0.38	1074	7	705
COCCOC(=O)c1c(C)n(C)c2ccc(OC(=O)N3CCOCC3)cc12	i	-15	i	1%	0.64	-0.2	0.49	-0.59	2.1	1.6	5.7	3.6%	7%	0.2	951	·	·
Cc1ccc(CC(=O)O/N=C(\N)c2cccc([N+](=O)[O-])c2)cc1	i	15	i	-6%	0.48	-0.12	1.1	-2.7	1.2	2.0	2.6	1.0%	2%	0.08	1271	14	644
C=C1CCN([C@H](C(=O)Nc2ccc(OC)cc2)C(C)C)S(=O)(=O)c2ccccc21	·	·	i	5%	-0.52	-0.72	-0.38	0.1	·	·	·	·	-2%	0.84	664	·	·
CCOC(=O)c1cn(CC)c2cc(Cl)c([N+](=O)[O-])cc2c1=O	i	7	i	-4%	0.9	-0.18	0.54	-0.38	6.1	1.9	4.2	-1.1%	0%	0.09	1548	1	697
O=C(Nc1nc2ccccc2n1Cc1ccc(Cl)cc1)c1ccco1	i	4	i	5%	0.74	-0.17	0.6	0.14	2.3	2.2	8.2	-1.9%	12%	0.96	1463	·	·
